D1 agonist: agonists of human D1 dopamine receptor. P21728. HEK293 T-REx D1 cells, calcium flux, agonist mode. activation, % at 2 µM. 360,000 tested, 1% active; in the data active = activation above about 30%; note: 0% is about no effect
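Inducible HEK293 T-REx D1 cells, force-coupled to calcium signalling, were plated at 4000 cells/well with tetracycline and held overnight at 30 C. After no-wash calcium dye loading, compound-evoked calcium rise over 180 s flagged agonists.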
Vif-APOBEC3F blk: blocks the Vif interaction with APOBEC3F | AID 602313 | Potency, µM (highest dose often 46.1 µM), without a hit: at the top dose activity, negative = active | 390,000 tested, 0.2% active | HeLa A3F-eYFP + Vif (tagged APOBEC3F with the HIV-1 protein that degrades it), YFP fluorescence increase; note: potency is the fitted concentration of half-maximal effect; % of control where 0% means no effect; nearly all actives have a fitted effect of over 65% in size
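HeLa cells stably expressing A3F-eYFP plus Vif, plated and incubated overnight at 37 deg C, then exposed to compounds overnight at 37 deg C. Blocked degradation read as raised yellow fluorescence (Ex 488/Em 500-530).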
D1 antagonist: human D1 dopamine receptor antagonism; activity change, negative = inhibition, % at 10 µM; 360,000 tested, 3.2% active; HEK293 TREx D1 cells, calcium flux, dopamine EC80; hits give low values; AID 504652; P21728; in the data active = activity change below about -30%; note: % is set by controls: 0 for no effect and ±100 for the full control effect
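Allosteric or orthosteric antagonism assessed as attenuation of the calcium response to EC80 dopamine, added 180 s after compound, in induced HEK293 Trex D1 cells loaded with no-wash calcium dye.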
D1 potentiator: human D1 dopamine receptor positive modulation; 360,000 tested, 0.036% active; HEK293 TREx D1 cells, calcium flux, dopamine EC20 potentiation; potentiation, % at 10 µM; in the data active = potentiation above about 30%; note: 0% is about no effect
Glioma ERSR ind: inducers of ER stress response in human glioma cells. Potency, µM, inactives show at the highest dose activation, hits mostly activators. U87-MG GRP78 promoter luciferase reporter, 16 h. 420,000 tested, 0.02% active; note: potency is the fitted concentration of half-maximal effect; series mostly up to about 76 µM; % of control where 0% means no effect; nearly all actives have a fitted effect of over 35% in size
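ERSR induction read as luciferase luminescence (Bright-Glo, 10 min at room temperature) in stably transfected human U87-MG glioma cells exposed to compounds for 16 h, using GRP78 as sensor.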
Vif-A3G inh: Vif-A3G binding inhibition; HeLa A3G-eYFP + Vif (tagged APOBEC3G with the HIV-1 protein that degrades it), YFP fluorescence, overnight; Potency, µM (series often up to 46.1 µM), without a hit: at the highest dose activity, negative = active, usual class: inhibitors; 410,000 tested, 0.076% active;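 note: potency is the fitted concentration of half-maximal effect; % is set by controls: 0 for no effect and ±100 for the full control effect; nearly all actives have a fitted effect of over 60% in size; hits raise eYFP signal because A3G escapes Vif-driven loss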
Target sequence (Q9HC16 whole entry, looked up): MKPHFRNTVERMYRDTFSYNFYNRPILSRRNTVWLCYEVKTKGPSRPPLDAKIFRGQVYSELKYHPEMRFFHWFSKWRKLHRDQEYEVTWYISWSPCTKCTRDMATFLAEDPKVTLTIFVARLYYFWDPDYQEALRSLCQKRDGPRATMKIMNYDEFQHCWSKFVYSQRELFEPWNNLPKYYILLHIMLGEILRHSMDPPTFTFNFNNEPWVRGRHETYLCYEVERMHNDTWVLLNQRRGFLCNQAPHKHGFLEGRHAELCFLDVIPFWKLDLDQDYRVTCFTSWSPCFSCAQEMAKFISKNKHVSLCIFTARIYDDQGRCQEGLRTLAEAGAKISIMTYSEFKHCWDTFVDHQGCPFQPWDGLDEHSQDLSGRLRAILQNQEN
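Read-out is eYFP fluorescence (Ex 488/Em 500-530) from Vif-expressing HeLa A3G-eYFP cells; more signal means A3G escaped Vif-mediated degradation. Cells plated overnight, compound pinned in, incubated overnight at 37 deg C.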
RXFP1 agonist: activates the human relaxin receptor RXFP1; Q9HBX9; 370,000 tested, 0.3% active; HEK293T-RXFP1 cAMP TR-FRET, 30 min; response scale: percent of porcine relaxin response, buffer zero; Potency, µM (titrated, usually from 57.5 µM), inactives show at the top dose activation, most hits filed as activators; note: potency is the fitted concentration of half-maximal effect; % is set by controls: 0 for no effect and ±100 for the full control effect; nearly all actives have a fitted effect of over 60% in size; many of its hits are not listed in these tables
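HEK293T cells stably expressing RXFP1 were pretreated with the PDE4 inhibitor Ro 20174, exposed to compounds for 30 min at 37C, lysed, and cAMP was read by TR-FRET. Data normalized to buffer (basal) and 29 nM porcine relaxin (100%).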
RXFP1 antag: RXFP1 (human) relaxin receptor antagonism | Q9HBX9 | activity change, negative = inhibition, % at 57.5 µM | HEK293-RXFP1, relaxin-stimulated cAMP HTRF, 30 min; hits give low values | AID 1259400 | 350,000 tested, 0.59% active;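 active = activity change of -60% or lower, but not beyond a set lower limit; inconclusive = change between -60% and -40%, or beyond the set limit; inactive = change above -40%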; note: % is set by controls: 0 for no effect and ±100 for the full control effect
D2 PAM: D2 dopamine receptor (human) potentiation. P14416. HEK293 T-REx D2, calcium flux, EC20 dopamine potentiation. potentiation, % at 10 µM. 340,000 tested, 0.34% active;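 active = potentiation over 3 SD above the plate norm, cut at about 30% in these data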; note: 0% is about no effect
Target sequence (P14416 whole entry, looked up): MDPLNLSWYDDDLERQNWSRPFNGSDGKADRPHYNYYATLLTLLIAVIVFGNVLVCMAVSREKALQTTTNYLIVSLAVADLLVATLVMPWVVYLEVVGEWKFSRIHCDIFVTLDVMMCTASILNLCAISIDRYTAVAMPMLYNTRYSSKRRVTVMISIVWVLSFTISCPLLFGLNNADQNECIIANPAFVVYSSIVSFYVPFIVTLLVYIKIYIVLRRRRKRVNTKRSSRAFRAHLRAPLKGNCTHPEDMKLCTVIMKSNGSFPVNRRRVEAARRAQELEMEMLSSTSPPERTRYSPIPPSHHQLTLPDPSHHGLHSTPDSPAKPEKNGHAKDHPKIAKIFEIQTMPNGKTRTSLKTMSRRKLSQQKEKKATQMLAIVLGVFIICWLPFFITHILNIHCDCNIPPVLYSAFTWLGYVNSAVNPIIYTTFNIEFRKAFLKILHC
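Potentiation of an EC20 dopamine calcium response measured kinetically over 180 s, after a preceding 180 s compound-only read flagging agonists. Cells: inducible Hek293 Trex D2 line, 4000/well, cultured overnight at 30 C before dye loading.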
The depositor's hits bear a star. Unless noted, calls come from the whole dose curve; as a rule, active = well fitted curve in the direction sought with a large enough effect; inconclusive = small, poorly fitted or top-dose-only effect, or another doubt; inactive = no such curve, though single readings can be large; an effect the other way counts as inactive or inconclusive. The list is partial; count on the stated rates, not on these rows.

`Cc1cc(/C=C2\SC(=S)NC2=O)c(C)n1-c1ccc(O)cc1` gave D1 agonist 26, Vif-APOBEC3F blk inconclusive, D1 antagonist 4, D1 potentiator 7, Glioma ERSR ind 5%, Vif-A3G inh -15%, RXFP1 agonist -2.0%, RXFP1 antag inconclusive and D2 PAM 8.
COc1cc(CNCCc2ccc(S(N)(=O)=O)cc2)ccc1OCC(=O)NC1CCCCC1 was read as D1 agonist 5, Vif-APOBEC3F blk 1%, D1 antagonist 4, D1 potentiator 2, Glioma ERSR ind -1%, Vif-A3G inh 0%, RXFP1 agonist -2.0%, RXFP1 antag 24 and D2 PAM 6.
For Cc1ccc(S(=O)(=O)N[C@H](C(=O)OCC(=O)NC(=O)C2CCCCC2)C(C)C)cc1 the results were Vif-APOBEC3F blk -6%, Glioma ERSR ind -5%, Vif-A3G inh -1% and RXFP1 antag -6.
`Clc1ccc(-c2cn3c(n2)CCC3)cc1` gave D1 agonist 0, Vif-APOBEC3F blk 5%, D1 antagonist -15, D1 potentiator 0, Glioma ERSR ind -2%, Vif-A3G inh 2%, RXFP1 agonist -0.2%, RXFP1 antag -10 and D2 PAM -9.
Cc1ccc(S(=O)(=O)NC(=O)Nc2cc(C)ccc2F)cc1 was read as D1 agonist 0, Vif-APOBEC3F blk -18%, D1 antagonist 11, D1 potentiator 6, Glioma ERSR ind -4%, Vif-A3G inh -3%, RXFP1 agonist 1.9%, RXFP1 antag 3 and D2 PAM -8.
For COc1ccccc1C1CCN(C(=O)c2ccco2)CC1 the results were D1 agonist 2, Vif-APOBEC3F blk 1%, D1 antagonist 17, D1 potentiator 1, Glioma ERSR ind -1%, Vif-A3G inh -4%, RXFP1 agonist 2.6%, RXFP1 antag -18 and D2 PAM 2.
For CCOc1ccc2nc(SCC#N)c(C#N)cc2c1 the results were D1 agonist 8, Vif-APOBEC3F blk 4%, D1 antagonist 2, D1 potentiator -7, Glioma ERSR ind -13%, Vif-A3G inh 0%, RXFP1 agonist 5.2%, RXFP1 antag -12 and D2 PAM -2.
For CN1CCc2c(sc(NC(=O)C3CCCCC3)c2C(N)=O)C1 the results were D1 agonist 0, Vif-APOBEC3F blk 6%, D1 antagonist -5, D1 potentiator -3, Glioma ERSR ind -1%, Vif-A3G inh 6%, RXFP1 agonist 0.8% and RXFP1 antag -22.
Screening CCn1cc(C(=O)O)c(=O)c2cc(F)c(N3CCN(C(=S)NC(=O)c4ccccc4)CC3)cc21 returned D1 agonist 4, Vif-APOBEC3F blk 12%, D1 antagonist 4, D1 potentiator -7, Glioma ERSR ind 0%, Vif-A3G inh 0%, RXFP1 agonist -1.1%, RXFP1 antag 0 and D2 PAM 5.
For COc1cccc(CNC(=O)CCCCCn2c(=O)[nH]c3cc(OC)c(OC)cc3c2=O)c1 the results were D1 agonist 2, Vif-APOBEC3F blk -2%, D1 antagonist -12, D1 potentiator 0, Glioma ERSR ind -2%, Vif-A3G inh -6%, RXFP1 agonist 7.6%, RXFP1 antag -14 and D2 PAM 9.
`c1ccc(Nc2ncnc3c2oc2ccccc23)cc1` gave D1 agonist 3, Vif-APOBEC3F blk -8%, D1 antagonist -18, D1 potentiator -5, Glioma ERSR ind -5%, Vif-A3G inh 1%, RXFP1 agonist 2.7%, RXFP1 antag -2 and D2 PAM -6.
For Cn1c(O)c(N=Nc2ccccc2[N+](=O)[O-])c2ccccc21 the results were D1 agonist 5, Vif-APOBEC3F blk 3%, D1 antagonist 20, D1 potentiator -1, Glioma ERSR ind 8%, Vif-A3G inh 0%, RXFP1 agonist 1.7%, RXFP1 antag 5 and D2 PAM 8.
Cc1ccc(OCc2nc(-c3ccc(C(=O)N4CCN(c5ccccc5F)CC4)cc3)oc2C)cc1 was read as D1 agonist 1, Vif-APOBEC3F blk 3%, D1 antagonist 6, D1 potentiator 0, Glioma ERSR ind -2%, Vif-A3G inh -2%, RXFP1 agonist 3.0% and D2 PAM -7.
For Cc1ccnc(SCC(=O)N2CCN(C(c3ccccc3)c3ccccc3)CC2)n1 the results were D1 agonist 1, Vif-APOBEC3F blk -1%, D1 antagonist -1, D1 potentiator -5, Glioma ERSR ind -1%, Vif-A3G inh 1%, RXFP1 agonist 1.1%, RXFP1 antag -15 and D2 PAM 1.
Cc1ccc(NCc2cc3cc4c(cc3n(CC(=O)Nc3ccc(C)cc3)c2=O)OCCO4)cc1 was read as D1 agonist 19, Vif-APOBEC3F blk -3%, D1 antagonist -6, D1 potentiator 1, Glioma ERSR ind 4%, Vif-A3G inh 5%, RXFP1 agonist 7.3%, RXFP1 antag 1 and D2 PAM -7.
Screening CC(C)CC(=O)NC(=S)N(Cc1ccccc1)Cc1ccccc1 returned D1 agonist 3, Vif-APOBEC3F blk 25µM*, D1 antagonist 3, D1 potentiator 14, Glioma ERSR ind -3%, Vif-A3G inh -3%, RXFP1 agonist -0.3%, RXFP1 antag -34 and D2 PAM -1.
For Cc1ccc(Cn2ccn(Cc3ccc(C)cc3)c(=O)c2=O)cc1 the results were D1 agonist 2, D1 antagonist -1, D1 potentiator 1, RXFP1 agonist 1.2%, RXFP1 antag -8 and D2 PAM -2.
Screening CC1=NN(c2cccc(Cl)c2)C(=O)C1 returned D1 agonist 5, Vif-APOBEC3F blk 11%, D1 antagonist 5, D1 potentiator 0, Glioma ERSR ind -3%, Vif-A3G inh 1%, RXFP1 agonist 2.1%, RXFP1 antag -22 and D2 PAM 1.
O=C(NCC1CCCO1)C1CCN(S(=O)(=O)Cc2ccccc2)CC1 (centres undefined) was read as D1 agonist 3, D1 antagonist 15, D1 potentiator -1, Glioma ERSR ind -4%, Vif-A3G inh 2%, RXFP1 agonist -0.2%, RXFP1 antag 6 and D2 PAM -4.
For O=[N+]([O-])c1cc([N+](=O)[O-])c2nonc2c1Nc1ccccc1O the results were D1 agonist 7, Vif-APOBEC3F blk 5%, D1 antagonist 6, D1 potentiator -3, Glioma ERSR ind 4%, Vif-A3G inh -28%, RXFP1 agonist 3.1%, RXFP1 antag 5 and D2 PAM 5.

An excerpt from above in order of molecular weight, falling.
Screening CC(C)CC(=O)NC(=S)N(Cc1ccccc1)Cc1ccccc1 returned D1 agonist 3, Vif-APOBEC3F blk 25µM*, D1 antagonist 3, D1 potentiator 14, Glioma ERSR ind -3%, Vif-A3G inh -3%, RXFP1 agonist -0.3%, RXFP1 antag -34 and D2 PAM -1.
For Cc1ccc(Cn2ccn(Cc3ccc(C)cc3)c(=O)c2=O)cc1 the results were D1 agonist 2, D1 antagonist -1, D1 potentiator 1, RXFP1 agonist 1.2%, RXFP1 antag -8 and D2 PAM -2.
Screening CC1=NN(c2cccc(Cl)c2)C(=O)C1 returned D1 agonist 5, Vif-APOBEC3F blk 11%, D1 antagonist 5, D1 potentiator 0, Glioma ERSR ind -3%, Vif-A3G inh 1%, RXFP1 agonist 2.1%, RXFP1 antag -22 and D2 PAM 1.

(cont.)
CCN(CC)CCCNC(=O)c1cn(-c2cccc(OC)c2)c(=O)c2ccccc12 was read as D1 agonist 2, Vif-APOBEC3F blk -47%, D1 antagonist -10, D1 potentiator -2, Glioma ERSR ind -4%, Vif-A3G inh 0%, RXFP1 agonist 2.6%, RXFP1 antag 1 and D2 PAM -10.
For O=C(NC1CCCc2ccccc21)c1cccnc1 (centres undefined) the results were D1 agonist 2, Vif-APOBEC3F blk 3%, D1 antagonist 2, D1 potentiator -8, Glioma ERSR ind -1%, Vif-A3G inh -1%, RXFP1 agonist 1.5%, RXFP1 antag 2 and D2 PAM -11.
Screening Cc1ccc(Cn2ccc(NC(=O)c3cc(C(C)C)on3)n2)cc1 returned D1 agonist 17, Vif-APOBEC3F blk 1%, D1 antagonist -28, D1 potentiator -5, Glioma ERSR ind 2%, Vif-A3G inh 1%, RXFP1 agonist -0.3%, RXFP1 antag -7 and D2 PAM 4.
COC(=O)[C@H](CCSC)NC(=O)Nc1ccc(C)cc1C was read as D1 agonist 0, Vif-APOBEC3F blk 2%, D1 antagonist -6, D1 potentiator 7, Glioma ERSR ind -6%, Vif-A3G inh -1%, RXFP1 agonist 0.0%, RXFP1 antag 15 and D2 PAM -4.
COc1ccc(NC(=O)Cn2cnc3c(cnn3C(C)(C)C)c2=O)cc1OC was read as D1 agonist 3, Vif-APOBEC3F blk 10%, D1 antagonist 8, D1 potentiator 1, Glioma ERSR ind -7%, Vif-A3G inh 0%, RXFP1 agonist -4.0%, RXFP1 antag -11 and D2 PAM 3.
`Cc1cc(C)nc(NC(=O)c2cc(Br)ccc2Cl)n1` gave D1 agonist 6, Vif-APOBEC3F blk 21%, D1 antagonist -4, D1 potentiator 1, Glioma ERSR ind -4%, Vif-A3G inh -3%, RXFP1 agonist 0.7%, RXFP1 antag -3 and D2 PAM 5.
Screening O=C(NNC(=O)c1ccccc1C(=O)O)c1ccc(-c2ccccc2)cc1 returned D1 agonist 1, D1 antagonist -29, D1 potentiator -4, RXFP1 agonist -0.5% and D2 PAM -3.
For Cc1cc(C)nc(NC(=S)NC(=O)c2ccccc2)n1 the results were D1 agonist -5, Vif-APOBEC3F blk 7%, D1 antagonist 18, D1 potentiator 0, Glioma ERSR ind 2%, Vif-A3G inh -1%, RXFP1 agonist -1.8%, RXFP1 antag 8 and D2 PAM -2.
Cc1ccc(S(=O)(=O)N2CCOCC2)cc1NC(=O)COC(=O)C1=COCCO1 was read as D1 agonist 3, Vif-APOBEC3F blk 0%, D1 antagonist -3, D1 potentiator -3, Glioma ERSR ind -4%, Vif-A3G inh -1%, RXFP1 agonist 0.6%, RXFP1 antag 11 and D2 PAM -6.
Screening CCCS(=O)(=O)c1cscc1NC(=O)c1c(-c2c(F)cccc2Cl)noc1C returned D1 agonist 3, Vif-APOBEC3F blk 9%, D1 antagonist 2, D1 potentiator 3, Glioma ERSR ind -2%, Vif-A3G inh -6%, RXFP1 agonist 0.8%, RXFP1 antag -9 and D2 PAM 3.
Screening CCOc1ccc(OC(=O)c2c(-c3ccccc3Cl)noc2C)cc1 returned D1 agonist 6, Vif-APOBEC3F blk -2%, D1 antagonist 7, D1 potentiator 1, Glioma ERSR ind -3%, Vif-A3G inh -1%, RXFP1 agonist 9.9%, RXFP1 antag inconclusive and D2 PAM 4.
For O=C(CS(=O)(=O)c1ccccc1)c1cc2cc(F)ccc2oc1=O the results were D1 agonist 2, Vif-APOBEC3F blk 1%, D1 antagonist 4, D1 potentiator 0, Glioma ERSR ind inconclusive, Vif-A3G inh 0%, RXFP1 agonist -0.5%, RXFP1 antag -72* and D2 PAM 5.

Screening results (PubChem)
